# Bioassay records from PubChem BioAssay.
# HT1080 cytotoxicity – cytotoxicity in HT1080 fibrosarcoma cells, cell-based, fluorescence readout (AID 620) | HT1080 viability, fluorescence; higher % means a stronger effect | hit rate 0.42% among 87,000 | cytotoxicity, % at 10 µM, or EC50 in µM where a hit was titrated; in the data active = cytotoxicity above about 50%;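 note: cells exposed to compound overnight then 4 h with Alamar Blue; 0% = vehicle DMSO and 100% = killing control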
# * hit, by the source's call.
Molecule	HT1080 cytotoxicity
CCn1c(SCC(=O)OC)nnc1C1CCCCC1	2%
CCOc1ccc(C2=NNC(c3cccs3)=Nc3ccc(OC)cc32)cc1OCC	-7%
CCOC(=O)C(C)n1cnc2sc(C)c(C)c2c1=O (stereo unspecified)	11%
CCOC(=O)C1CCN(C(c2ccccn2)c2c(C)[nH]c3ccccc23)CC1 (stereo unspecified)	-13%
CC(NC(=O)c1ccc(F)cc1)c1nc2ccccc2n1Cc1ccccc1F (stereo unspecified)	17%
O=C(Nc1cccc(Br)c1)c1ccc(Cl)c(S(=O)(=O)N2CCOCC2)c1	1%
COc1ccc(Nc2nc(N)nc(CSc3nnc(C)s3)n2)cc1	6%
COc1ccc(N2COC3c4cccc5cccc(c45)C32)cc1 (stereo unspecified)	16%
COc1ccc(CNC(=S)Nc2ccccc2C)cc1	-15%
C/C(=N\NC(=S)NCCc1ccccc1)c1ccc(C)cc1	-8%
N#Cc1c(NC(=O)CSc2ccccn2)oc(-c2ccccc2)c1-c1ccccc1	-3%
CC(=O)Nc1ccc2c(c1)N(C(=O)CN(C)C)c1ccccc1CC2	1%
Nc1c(C(=O)NC2CCCC2)c2nc3ccccc3nc2n1/N=C/c1ccco1	24%
COc1cccc(N2C(=O)CC(N3CCc4ccccc43)C2=O)c1 (stereo unspecified)	-26%
CCSc1nc(C2CC2)cc(-c2cccs2)c1C#N	26%
O=C(Cn1nnc(-c2ccccc2)n1)Nc1ccc2c(c1)OCO2	18%
CCC(C)n1cnc2c(=O)oc3ccccc3c21 (stereo unspecified)	20%
Cc1cc(CC(C)C)n(-c2nc3ccccc3c(=O)n2OCc2ccccc2)n1	-3%
CCOc1ccc(NC(=O)CN(c2cccc(C(F)(F)F)c2)S(C)(=O)=O)cc1	-16%
COCCNC(=O)c1nn2cccnc2c1Cl	26%
O=S(=O)(c1ccccc1)N1CCC(n2nnc3cc(F)ccc32)CC1	-3%
CCN1CCN(C(=O)c2ccc(Cl)c(S(=O)(=O)N3CCOCC3)c2)CC1	-12%
COc1ccc(NC(=O)C2CCCCN2N)cc1OC (stereo unspecified)	12%
Cc1cc(C(=O)CSc2ccc(F)cc2)cc(C)c1OC(=S)N(C)C	13%
CN(C)C(=O)CSc1nc2ccccc2n1CC(=O)N1CCN(c2ccccc2)CC1	-21%
COc1ccc(CCNC(=O)CSc2nc3ccccc3o2)cc1	-13%
OCCNc1nc(SCc2ccccc2)nc2sc3c(c12)CCC3	-4%
C#CCOc1ccc(Br)cc1/C=N/O	-9%
Cc1cccc(N2CCN(C(c3ccc(N(C)C)cc3)c3nnnn3C(C)(C)C)CC2)c1C (stereo unspecified)	-9%
CCOc1ccc2nc(SCC(=O)NC(=O)NCc3ccco3)sc2c1	-8%
COc1ccc(CCC(=O)N2CCN(S(=O)(=O)c3ccc4ccccc4c3)CC2)cc1	-6%
Cc1occc1C(=O)NCCCCc1ccccc1	-16%
CC(C)(C)N1CC(c2nc3ccccc3n2CCOc2ccccc2)CC1=O (stereo unspecified)	-15%
CCCCNc1nc(=S)[nH]c2cc(OC)c(OC)cc12	2%
Cc1cc(C)n(C(=O)c2ccc(Cn3nc(C)c(Br)c3C)o2)n1	6%
CC(C)C(=O)Nc1nnc(Sc2ccc(N(C)C)cc2)s1	-8%
Cc1ccc(NC(=O)/C(=C/c2cccc([N+](=O)[O-])c2)NC(=O)C2CCCCC2)c(C)c1	4%
O=C1c2ccncc2C(=O)N1Cc1cccc(Cl)c1	-8%
COc1cccc(CNc2cnc3ccccc3c2)c1O	-6%
COc1cccc(NC(=O)CC2C(=O)NC3CCCCC3N2C(=O)c2ccc(F)cc2)c1 (stereo unspecified)	-16%
CCOC(=O)c1c(C)[nH]c(C(=O)COC(=O)c2ccccn2)c1C	-9%
Cc1cc(C)n2nc(SCC(=O)Nc3c(C)n(C)n(-c4ccccc4)c3=O)nc2n1	-8%
CC1CC(C)CN(C(=O)c2ccc3c(=O)n(Cc4ccc5c(c4)OCO5)c(=S)[nH]c3c2)C1 (stereo unspecified)	-15%
Cc1cccc(OCCn2c(=O)sc3ccccc32)c1	3%
Cc1ccc(Cn2nnnc2CN2CCC(NC(=O)c3ccc(Br)cc3)CC2)cc1	-10%
C/C(Cn1cnc([N+](=O)[O-])n1)=N\NC(=O)c1ccc(F)cc1	-11%
O=C1CCCC2=C1C(c1ccncc1)Nc1ccccc1N2 (stereo unspecified)	-21%
O=C(CC1(O)C(=O)Nc2ccccc21)c1ccccc1O (stereo unspecified)	-60%
CCOc1ccc(N2C(=O)CC(n3ccc(C)n3)C2=O)cc1 (stereo unspecified)	17%
O=C(c1ccccc1)N1CCC(c2nc3c(nnn3Cc3ccccc3Cl)c(=O)[nH]2)CC1	-3%
C[C@@H](C(=O)Nc1ccc2ccccc2c1)[C@@H]1C[C@@]1(C)[C@@H](NC(=O)c1ccccc1)c1ccccc1	0%
CC1CCN(C(c2cccs2)c2nnnn2Cc2ccccc2)CC1 (stereo unspecified)	-2%
O=C(COC(=O)c1cnccn1)NCCc1ccccc1	-15%
CC(C)n1nc(C(=O)OCC(=O)c2c[nH]c3ccccc23)c2ccccc2c1=O	0%
Cc1ccc(C)c2c1[nH]c1ccc([N+](=O)[O-])cc12	-10%
O=C(CSc1nnc(-c2ccccc2)n1Cc1ccco1)NCc1ccc2c(c1)OCO2	-13%
Cc1ccc(-c2noc(CCCOc3ccc(Cl)cc3Cl)n2)cc1	-17%
CC(=O)OCc1nc2ccccc2s1	-8%
Cc1ccc2ncnc(NCCC(=O)O)c2c1	1%
CCC(CC)c1nnc(NC(=O)CS(=O)(=O)Cc2ccccc2)s1	29%

# Later entries
Molecule	HT1080 cytotoxicity
CCC(C)c1ccc(OCCn2cc(/C=N/NC(=O)CSc3nnc(C)s3)c3ccccc32)cc1 (stereo unspecified)	-12%
O=C(Cn1ncc2c3ccccc3n(Cc3ccccc3)c2c1=O)N1CCN(c2ncccn2)CC1	-4%
O=C(OCn1ncc(Br)c(Br)c1=O)c1ccc(F)cc1	96%*
COc1ccc(NC(=O)CSc2nnc(C3CCCCC3)o2)c(OC)c1	1%
Cc1cc(C)n(-c2nc(N(c3ccccc3)c3ccccc3)nc(-n3nc(C)cc3C)n2)n1	-37%
O=C(NCc1ccccc1)C12CC3CC(CC(C3)C1)C2	-10%
COc1cc2c(cc1NC(=O)C(c1ccccc1)c1ccccc1)CCCC2	8%
CN1CC=C2C(C#N)=C(N)C(C#N)(C#N)C(c3ccsc3)C2C1 (stereo unspecified)	-9%
Cc1csc(NC(=O)CSc2nnc(CCNC(=O)c3cccs3)n2C)n1	-5%
CCOC(=O)/C(C#N)=C\C1=C(N2CCCC2)CC(C)(C)OC1	-12%
Cc1ccc(-n2c(CNc3ccc(F)cc3)nnc2SCC(=O)N2CCOCC2)cc1	-8%
COC(=O)c1ccc(C(NC(=O)OCc2ccccc2)/C(=C/[C@@H](C)C(=O)NCc2cccnc2)c2cccnc2)cc1 (stereo partly specified)	-20%
COc1ccc(CCNC(=O)CN2C(=O)c3ccccc3C2=O)cc1	1%
O=C(CSc1nnc(CCc2nc3ccccc3[nH]2)n1-c1ccccc1)NCc1ccccc1	6%
CN(Cc1ccccc1)C(=O)CCSc1nc(-c2ccc3c(c2)OCO3)cc(C(F)(F)F)n1	2%
COc1ccccc1C(c1nnnn1CC1CCCO1)N1CCC(C(N)=O)CC1 (stereo unspecified)	3%
COc1ccccc1NC(=O)CN1CCN(c2ccccn2)CC1	-18%
COc1cccc(Nc2nc(-c3ccc(O)cc3)cs2)c1	18%
CCCNC(=O)NCc1ccc(N2CCCC2=O)cc1	-10%
Cc1ccc(NCc2cccnc2)cc1	-1%
C=CCNC(=O)c1ccc(N(CC=C)S(C)(=O)=O)cc1	2%
CCOC(=O)C1CCCN(C(=O)Cc2ccc(Cl)cc2)C1 (stereo unspecified)	-18%
CC(C)C(=O)N1CCN(c2ccc(NC(=O)c3ccc4c(c3)OCCO4)cc2Cl)CC1	4%
CCCCN(C)C(=O)c1cn(CC)c2nc(C)ccc2c1=O	-1%
CC(C)(NO)/C(=N\O)c1ccccc1	-2%
CCOC(=O)c1c(NCC(C)C)c2ccccc2[nH]c1=O	11%
COCCCNC(=O)c1cccs1	-12%
Cc1cc(=O)oc(C)c1C(=O)OCC(=O)c1ccc(Br)cc1	-18%
Cc1ccc(-c2noc(CSc3ccccc3)n2)cc1	10%
Cc1nn(Cc2ccc(Cl)cc2Cl)c(C)c1NC(=O)CCl	9%

# Fetched one by one from the entries so far, four records:
Molecule	HT1080 cytotoxicity
CN1CC=C2C(C#N)=C(N)C(C#N)(C#N)C(c3ccsc3)C2C1 (stereo unspecified)	-9%
CC(C)(NO)/C(=N\O)c1ccccc1	-2%
Cc1nn(Cc2ccc(Cl)cc2Cl)c(C)c1NC(=O)CCl	9%
CCCCN(C)C(=O)c1cn(CC)c2nc(C)ccc2c1=O	-1%

# Next part.
SMILES	HT1080 cytotoxicity
COc1ccc(S(=O)(=O)Nc2ccc(Oc3ncccn3)c(Cl)c2)cc1	6%
Cc1cccc(C)c1NC(=O)CSc1nc(-c2ccco2)cc(C(F)(F)F)n1	3%
CCn1cc(C(=O)N2CCc3ccccc32)c(=O)c2cc(S(=O)(=O)N3CCCCCC3)ccc21	-10%
COc1ccc(S(=O)(=O)Nc2ccc3oc(C)c(C(C)=O)c3c2)cc1	-9%
Cc1cccc(CSc2nc3c(cc2C#N)CCC3)c1	15%
COc1cc2c(cc1OC)C(c1cccs1)N(C(=O)C(C)C)CC2 (stereo unspecified)	33%
COC(=O)[C@@H]1C[C@@]2(O)[C@H](O)[C@H](O)[C@H](O)C[C@H]2N1Cc1ccc(C(F)(F)F)cc1	15%
Nc1nnc(SCc2ccc(Cl)cc2)s1	5%
O=C(Nc1cccnc1)c1ccc(COc2ccccc2Cl)o1	-16%
O=C(NC1CCCC1)C(c1ccncc1)N(CC1CCCO1)C(=O)Cn1nnc(-c2cccs2)n1 (stereo unspecified)	5%
COc1ccc(-c2csc(Nc3ccc(S(N)(=O)=O)cc3)n2)cc1	2%
Cc1ccc(CNC(=O)C2(C)Oc3ccccc3NC2=O)cc1 (stereo unspecified)	10%
COc1ccc(N2C(=O)CC(N3CCC(O)(c4ccc(Br)cc4)CC3)C2=O)cc1 (stereo unspecified)	-1%
NC(=O)Cn1c(=O)n(Cc2ccco2)c(=O)c2c3c(sc21)CCCCC3	-7%
C=CCOc1c(Br)cc(C2NC(=O)NC(C)=C2C(C)=O)cc1OCC (stereo unspecified)	1%
Cc1ccc(-c2nn(CC(=O)N(C)C)c(=O)c3ccccc23)cc1S(=O)(=O)N(C)C	-4%
CN(CC(=O)Nc1nc2ccccc2s1)S(=O)(=O)c1ccc(Cl)cc1	-12%
COC(=O)c1ccc(C(NC(=O)OCc2ccccc2)/C(F)=C/[C@@H](C)C(=O)NCc2ccc(-c3ccccc3)cc2)cc1 (stereo partly specified)	-23%
CCOC(=O)N1CCN(C2CC(=O)N(c3ccc(Oc4ccccc4)cc3)C2=O)CC1 (stereo unspecified)	-1%
N#CCN1CCN(CC(=O)Nc2ccc(OCc3ccccc3)cc2)CC1	-14%
COc1ccc(S(=O)(=O)Oc2ccc3c(c2)O/C(=C\c2cccnc2)C3=O)cc1	-11%
CC1=NOC(=O)/C1=C\c1ccc(-c2cc(Cl)ccc2Cl)o1	48%
O=C(Cn1cnc2ccccc2c1=O)N1CCN(c2ccccc2)CC1	1%
CCOC(=O)c1c(NC(=O)CCc2ccc(CC)o2)sc(C)c1C	-2%
Cc1c(CCOC(=O)C2C3CC4CC(C3)CC2C4)sc[n+]1CC(=O)c1ccc(Br)cc1 (stereo unspecified)	-4%

# Ordered by formula weight (high to low): some entries from above
SMILES	HT1080 cytotoxicity
Cc1ccc(-c2nn(CC(=O)N(C)C)c(=O)c3ccccc23)cc1S(=O)(=O)N(C)C	-4%
C=CCOc1c(Br)cc(C2NC(=O)NC(C)=C2C(C)=O)cc1OCC (stereo unspecified)	1%
Cc1ccc(CNC(=O)C2(C)Oc3ccccc3NC2=O)cc1 (stereo unspecified)	10%

# Continued.
SMILES	HT1080 cytotoxicity
COC(=O)c1ccc(CSc2nc3ccccc3[nH]2)o1	1%
CCCCN(CCCC)c1ccc(C(=O)c2ccccc2C(=O)O)c(O)c1	-3%
CCCCCCCCN1C(=O)C(O)=C(C(C)=O)C1c1ccccn1 (stereo unspecified)	-7%
COc1ccc(Nc2oc(-c3ccc(Cl)cc3)nc2C#N)cc1	-18%
CCOc1ccc(NC(=O)CN2CCN(C3c4ccccc4-c4ccccc43)CC2)cc1	-28%
CN(C)CC/C=C1/c2ccccc2Sc2c(O)cc(Cl)cc21	34%
CC(=O)C1=C(C)NC(SCC(N)=O)=C(C#N)C1c1sccc1C (stereo unspecified)	16%
NCCCN1CCOCC1	-13%
Cn1nnnc1SCC(=O)N1CCCc2ccccc21	4%
Cc1ccccc1C(=O)Nc1ccccn1	0%
CCN(CC)c1ncnc2ccc(Br)cc12	-13%
CC(=O)c1ccc(OCCN2CCOCC2)cc1	-20%
CC1CCC(=C(C#N)C(=O)Nc2cccc(Cl)c2)CC1 (stereo unspecified)	1%
COC(=O)CON1C(=O)c2ccccc2C1=O	2%
COc1ccc2oc(=O)c(C(=O)NCc3cccnc3)cc2c1	-2%
CCCC1(C)SC(NC(C)=O)=NN1C(C)=O (stereo unspecified)	-2%
COc1ccc2c(c1)CC/C(=C\Nc1ccc3c(c1)OCO3)C2=O	3%
O=C(Nc1ccccc1C(=O)N1CCOCC1)c1cccnc1	4%
Cc1ccccc1NC(=O)N(CCc1nc2ccccc2[nH]1)Cc1ccccc1	-27%
CC(=O)NCc1cc(-c2nn(C)c(=O)c3ccccc23)ccc1C	-8%
Cc1cc(S(=O)(=O)Nc2nc(CN3CCOCC3)nc3sc4c(c23)CCCC4)ccc1F	1%

# 2 of the compounds above, field by field.
> O=C(Nc1ccccc1C(=O)N1CCOCC1)c1cccnc1
  HT1080 cytotoxicity = 4%
> COc1ccc2oc(=O)c(C(=O)NCc3cccnc3)cc2c1
  HT1080 cytotoxicity = -2%

# Only part of the results is shown; rates above refer to the full screens.
